MEX-5 binding = C. elegans MEX-5 TCR-2 RNA binding activity. AID 1832. activity score (negative = inhibition of binding), % at 10 µM. Q9XUB2. MEX-5/FITC-TCR2 RNA binding, fluorescence polarization; stronger effect = lower value. hit rate 0.38% among 300,000;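 active = inhibition past about -25% in most replicates, and total fluorescence under double the plate's negative control median, limit read from the data; inconclusive = replicates evenly split on the limit, or fluorescence at least double controls; inactive = too little inhibition in most replicates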;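 note: 0% = DMSO and -100% = 5 µM competing unlabeled TCR2 RNA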
Target sequence (Q9XUB2 whole entry, looked up): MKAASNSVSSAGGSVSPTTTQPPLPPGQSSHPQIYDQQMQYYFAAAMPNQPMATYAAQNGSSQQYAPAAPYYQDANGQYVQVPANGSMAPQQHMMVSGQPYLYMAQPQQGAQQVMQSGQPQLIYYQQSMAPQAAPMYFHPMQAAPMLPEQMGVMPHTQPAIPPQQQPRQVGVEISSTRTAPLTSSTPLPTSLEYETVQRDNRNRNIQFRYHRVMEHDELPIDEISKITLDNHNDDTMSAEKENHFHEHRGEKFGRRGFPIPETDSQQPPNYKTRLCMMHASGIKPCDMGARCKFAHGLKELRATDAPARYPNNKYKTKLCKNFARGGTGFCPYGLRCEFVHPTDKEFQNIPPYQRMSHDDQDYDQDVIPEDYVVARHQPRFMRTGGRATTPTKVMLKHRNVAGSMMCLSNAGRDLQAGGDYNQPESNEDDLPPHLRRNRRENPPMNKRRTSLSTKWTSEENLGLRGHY
CIT2 TOR yeast = modulators of TOR pathway CIT2-GFP in S. cerevisiae | S. cerevisiae CIT2-GFP strain, flow cytometry, 3 h; 100 means same as DMSO wells | GFP response vs DMSO, % at 10 µM | hit rate 0.065% among 320,000 | AID 2029;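 active = GFP response relative to DMSO above a set limit, near the screen mean plus 3 SD, cut at about 150% in these data; inconclusive = Fewer than 70 cells measured for a yeast strain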;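 note: ratio of well median GFP fluorescence to mean of DMSO wells on the plate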
GLD-1 RNA inh = GLD-1-TGE RNA interaction inhibition (C. elegans) | Q17339 | purified GLD-1 + fluorescein TGE RNA, fluorescence polarization | inhibition, % at 5.96 µM | hit rate 0.44% among 320,000;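 active = percent inhibition above a per-plate cutoff, the plate mean of test compounds plus 3 SD, cut at about 30% in these data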;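 note: 0% = DMSO wells with GLD-1 and probe and 100% = wells lacking GLD-1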
Bcl-xL primary = inhibitors of human Bcl-xL; inhibition, % at 10.9 µM; AID 2129; GST-Bcl-xL / FITC-Bim BH3 peptide fluorescence polarization; hit rate 0.7% among 320,000;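 active = inhibition above the mean of all tested compounds plus 3 SD, cutoff set per campaign, cut at about 30% in these data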;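 note: 0% = DMSO wells and 100% = unlabeled Bim-BH3 peptide competitor; inhibitors lower millipolarization by displacing the labeled peptide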
Target sequence (Q07817 whole entry, looked up): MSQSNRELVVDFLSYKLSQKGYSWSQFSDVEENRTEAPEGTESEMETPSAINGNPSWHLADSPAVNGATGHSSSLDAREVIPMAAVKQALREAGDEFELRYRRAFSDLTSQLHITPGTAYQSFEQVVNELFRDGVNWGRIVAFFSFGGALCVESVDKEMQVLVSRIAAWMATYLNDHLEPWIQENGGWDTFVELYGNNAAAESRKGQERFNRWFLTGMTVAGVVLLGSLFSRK
VLA-4 inh = inhibition in a human VLA-4 binding assay; P13612; VLA-4 expressing cells, ligand binding flow cytometry; inhibition, % (about 7 µM as worked out from the volumes in the protocol); hit rate 0.2% among 330,000; in the data active = inhibition above about 50%
CR mimetic SO = caloric restriction mimetics inhibiting age-related superoxide in yeast | superoxide response (% of plate mean), % at 10 µM | S. cerevisiae aged cells, superoxide DHE fluorescence; stronger effect = lower value | hit rate 0.18% among 330,000;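 active = superoxide response under a set limit, about three screen SD below normal, cut at about 65% in these data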;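 note: yeast aged for seven days with compound at 30 °C before DHE staining; 100% = average MFI of all compound-treated wells on the plate with controls excluded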
GRK2 aptamer HTS = blocks RNA aptamer binding to human GRK2; bead flow cytometry, FAM-aptamer displacement from GRK2; P25098; inhibition of aptamer binding, % at 10 µM; hit rate 0.59% among 330,000;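 active = inhibition of aptamer binding above 40%, roughly 3 SD of noise, on plates passing a quality check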;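 note: median bead fluorescence of bound FAM aptamer so fluorescent compounds give negative values; no value below 0 was filed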
AGP1-GFP MLPCN = yeast TOR pathway AGP1-GFP modulation. hit rate 0.02% among 320,000. AID 2066. S. cerevisiae AGP1-GFP multiplex flow cytometry, 3 h; GFP as percent of DMSO wells. GFP response vs DMSO, % at 10 µM;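 active = GFP response relative to DMSO above a set limit, near screen average plus 3 SD, cut at about 150% in these data; inconclusive = fewer than 70 cells counted for the yeast strain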;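 note: median GFP channel fluorescence of the gated AGP1 strain per well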
MCL1 BIM primary = MCL1-BIM-BH3 interaction inhibition (human). Q07820. GST-MCL1 / FITC-Bim-BH3 fluorescence polarization. inhibition, % at 10.9 µM. hit rate 0.68% among 320,000. AID 2057;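 active = inhibition above the mean inhibition of all tested compounds plus 3 SD, set per campaign, cut at about 40% in these data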;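 note: 0% = DMSO wells and 100% = unlabeled Bim-BH3 peptide control; higher means more loss of mP so more displacement of Bim peptide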
Target sequence (Q07820 whole entry, looked up): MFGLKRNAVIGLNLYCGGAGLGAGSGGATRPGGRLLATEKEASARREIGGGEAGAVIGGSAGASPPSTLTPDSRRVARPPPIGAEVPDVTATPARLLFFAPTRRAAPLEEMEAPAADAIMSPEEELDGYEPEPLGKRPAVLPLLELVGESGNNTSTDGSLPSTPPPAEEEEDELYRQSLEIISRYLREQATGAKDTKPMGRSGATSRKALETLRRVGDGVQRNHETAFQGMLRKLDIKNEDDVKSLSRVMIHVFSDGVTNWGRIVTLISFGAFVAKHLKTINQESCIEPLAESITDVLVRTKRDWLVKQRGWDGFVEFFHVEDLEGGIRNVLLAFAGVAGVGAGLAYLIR
Active calls of the source: *; ? = inconclusive; . = no result given; [ ] = dose if it differs, or a comment.

SMILES | MEX-5 binding | CIT2 TOR yeast | GLD-1 RNA inh | Bcl-xL primary | VLA-4 inh | CR mimetic SO | GRK2 aptamer HTS | AGP1-GFP MLPCN | MCL1 BIM primary
CCOc1cc(/C=C2/C(=N)N3C(=NC2=O)SN=C3S(C)(=O)=O)ccc1OC(=O)c1ccco1 | 19 | 102 | -7 | -6 | 16 | 126 | 0 | 86 | 0
CCN(CC)S(=O)(=O)c1ccc(C(=O)C(C#N)c2ccccn2)cc1 (stereo not given) | -2.2 | 101 | 0 | -1 | -6 | 105 | 3 | 94 | -1
Cc1cc(C(=O)NNC(=O)c2ccc(Cl)cc2Cl)c(C)o1 | -5.2 | 99 | -4 | 3 | -4 | 98 | 5 | 94 | 9
COCCN(C(=O)Cc1cccs1)c1nnc(-c2ccncc2)s1 | -2.8 | 97 | 0 | 0 | -46 | 88 | 0 | 101 | -3
CC(C)NC(=S)NC(=O)c1ccc(-c2ccccc2)cc1 | -0.8 | . | 3 | 8 | 10 | 100 | 3 | . | 6
Cc1oc(-c2ccc(Cl)cc2)nc1CS(=O)CC(=O)NCc1ccc2c(c1)OCO2 (stereo not given) | -1.3 | 101 | -1 | 5 | 2 | 108 | 1 | 107 | -1
COc1cccc(N2CCN(C(=O)C3CCCN(S(=O)(=O)c4cnc[nH]4)C3)CC2)c1 (stereo not given) | 0.7 | 101 | -9 | 3 | -6 | 100 | 0 | 101 | 1
CC(CN1CCCCCC1)C(=O)NN (stereo not given) | -0.1 | 96 | -3 | 0 | 9 | 102 | 1 | 99 | 3
O=C(Nc1ccccc1)c1ccccc1OCc1ccc(S(=O)(=O)N2CCOCC2)cc1 | 0.1 | 106 | 3 | 0 | -10 | 108 | 3 | 96 | 0
CC(C)CNC(=O)COC(=O)CCC(=O)c1cccs1 | -1.2 | 104 | 10 | 1 | 1 | 115 | 0 | 94 | 3
COc1cc(O)sc1C=Nc1ccc(Cl)cc1Cl | -0.8 | 107 | 7 | 1 | 7 | 101 | 4 | 99 | 3
COc1cccc(CNC(=O)COC(=O)c2cccc(S(=O)(=O)N3CCN(C(C)=O)CC3)c2)c1 | . | 107 | -5 | 2 | -4 | 105 | 0 | 108 | 0
CCn1nnc(NC(=O)CSc2ccc(Cl)cc2)n1 | 0.3 | 108 | 2 | 6 | 10 | 101 | 0 | 98 | 32
C=CCNC(=S)Nc1cccc([N+](=O)[O-])c1 | -0.5 | 102 | -1 | 0 | 7 | 105 | 7 | 105 | 3
Nn1c(SCC(=O)NC2CCS(=O)(=O)C2)nnc1-c1cccs1 (stereo not given) | 0.9 | 97 | -1 | 5 | 12 | 91 | 0 | 103 | 1
CCN(CC)S(=O)(=O)c1ccc(C(=O)OCC(=O)NC2CCCC2)cc1 | 3.2 | 101 | -5 | 1 | 6 | 113 | 0 | 92 | 4
O=C(O)c1ccc(S(=O)(=O)N(Cc2ccccc2)C2CCCCC2)cc1 | 0.7 | 107 | 0 | 3 | 3 | 87 | 4 | 106 | 1
Cc1[nH]n(C)c(=O)c1C(=O)c1c(-c2c(Cl)cccc2Cl)noc1C | -3.6 | 90 | 7 | 2 | 9 | 106 | 0 | 100 | 0
Cc1ccc(C(=O)Oc2cccc(-n3cnnn3)c2)cc1 | -1.2 | 99 | 3 | 7 | 5 | 107 | 0 | 88 | 5
COc1ccc(NC(=O)N(C)C[C@H]2Oc3c(NC(=O)Nc4c(C)noc4C)cccc3C(=O)N([C@H](C)CO)C[C@@H]2C)cc1 | . | 92 | 5 | . | 24 | 78 | 3 | 100 | .
O=C(NCC(=O)N(Cc1ccccc1)C(C(=O)NCC1CCCO1)c1ccccc1)c1ccco1 (stereo not given) | 0.2 | 95 | 5 | 2 | 0 | 98 | 0 | 93 | -7
CC(CNC(=O)CCc1nnc(CCC2CCCCC2)o1)c1ccccc1 (stereo not given) | 1.1 | 103 | -3 | 6 | 6 | 91 | 0 | 107 | 8
CCn1cc(/C=C(\NC(=O)c2ccccc2OC)C(=O)N2CCN(C)CC2)c2ccccc21 | 0.3 | 96 | -3 | 6 | 2 | 103 | 0 | 102 | -4
Cc1cccc(CN2CCN(c3ncccn3)CC2)c1 | 2.8 | 100 | -4 | 4 | 2 | 99 | 0 | 95 | 6
Cc1ccc(OCCOc2cccc(/C=N/NC(N)=O)c2)cc1 | 0.0 | 111 | 4 | 7 | 0 | 100 | 0 | 106 | 8
CCOC(=O)c1cccc(NC(=O)CN(c2ccc(OC)cc2)S(=O)(=O)c2c(C)noc2C)c1 | 2.3 | 92 | 3 | 6 | 8 | 109 | 3 | 101 | 2
CSc1nnc(N(CCC#N)CCC#N)s1 | 2.2 | 79 | -1 | 0 | 4 | 94 | 1 | 96 | -3
O=C(O/N=C1\CCCc2ccccc21)c1cccs1 | 0.2 | 98 | 3 | -2 | -14 | 110 | 0 | 110 | -4
O=C(N/N=C/c1ccc([N+](=O)[O-])o1)C(O)c1ccccc1 (stereo not given) | 4.0 | 101 | -1 | 9 | -6 | 128 | 2 | 102 | 7
CC(=O)C[C@H]1c2cc(C(F)(F)F)ccc2S(=O)(=O)N1C1CCCC1 | -1.7 | 100 | -1 | 3 | 13 | 94 | 46* | 92 | 1
OC(CCCN1CCCCC1)(c1ccccc1)c1ccccc1 | 1.1 | 87 | 4 | -1 | 17 | 102 | 0 | 87 | -7
Cc1cc(C)nc(SCC(=O)Nc2ccc(S(=O)(=O)NCCO)cc2)n1 | -1.5 | 108 | 7 | 4 | -7 | 101 | 4 | . | 5
COC(CNS(=O)(=O)c1ccc(S(=O)(=O)NC2CC2)cc1)OC | -0.5 | 102 | . | . | 15 | 103 | 1 | 105 | .
COc1ccc(OCc2nnc(SCC(=O)N3CCCc4ccccc43)n2-c2ccc(C)cc2)cc1 | 3.9 | ? | 3 | -4 | -6 | 106 | 2 | 21[may fluoresce violet] | -3
Cn1c2c(c(=O)n(C)c1=O)C(c1ccc(Cl)cc1)C(C#N)=C(N)O2 (stereo not given) | 1.4 | 88 | 7 | 2 | 28 | 99 | 0 | 93 | -4
CCCCCCCCC(=O)N/N=C(\C)c1cccnc1 | 0.0 | 92 | 1 | 11 | -5 | 109 | 1 | 101 | 9
CCOc1cc(NC(=O)c2ccco2)c(OCC)cc1NC(=O)COc1ccccc1C | 0.8 | 93 | 3 | 10 | 3 | 88 | 0 | 93 | 4
COc1cc(NC(=O)c2ccccc2)c(OC)cc1NC(=O)Cc1cccs1 | 1.8 | 104 | -1 | 0 | -4 | 101 | 3 | 109 | 10
COc1cccc(S(=O)(=O)NCC(=O)Nc2ccc(C(C)(C)C)cc2)c1 | -0.5 | 105 | 3 | 9 | -2 | 116 | 0 | 99 | -3
CC(C(=O)Nc1ccc2c(c1)OCO2)N(C)CC(=O)Nc1ccccc1Cl (stereo not given) | . | 88 | 6 | . | 30 | 92 | 9 | 95 | .
CN=C1S/C(=C\c2cccc(Cl)c2Cl)C(=O)N1C | 3.2 | 97 | -1 | 5 | 23 | 117 | 0 | 103 | 5
CC1CCc2cc(F)ccc2N1C(=O)c1cc2nc(-c3ccco3)cc(C(F)(F)F)n2n1 (stereo not given) | 3.6 | 95 | -5 | 5 | 22 | 106 | 1 | 96 | -3
CCOc1ccc(NC(=O)Cn2c(=O)n(CCCC(=O)NC3CCN(Cc4ccccc4)CC3)c(=O)c3ccccc32)cc1 | 1.2 | 101 | 5 | 3 | 8 | 99 | 0 | 102 | -2
CCOc1ccc(N2CC(C(=O)NC(C)C)CC2=O)cc1 (stereo not given) | 0.5 | 92 | 7 | 3 | 0 | 93 | 2 | 94 | 3
O=C(c1ccc(Br)o1)N1CCN(c2ncccn2)CC1 | -1.9 | 91 | 4 | 5 | -8 | 118 | 3 | 95 | 1

A portion taken from the entries so far, as a working copy:
SMILES | MEX-5 binding | CIT2 TOR yeast | GLD-1 RNA inh | Bcl-xL primary | VLA-4 inh | CR mimetic SO | GRK2 aptamer HTS | AGP1-GFP MLPCN | MCL1 BIM primary
COc1ccc(OCc2nnc(SCC(=O)N3CCCc4ccccc43)n2-c2ccc(C)cc2)cc1 | 3.9 | ? | 3 | -4 | -6 | 106 | 2 | 21[may fluoresce violet] | -3
Cn1c2c(c(=O)n(C)c1=O)C(c1ccc(Cl)cc1)C(C#N)=C(N)O2 (stereo not given) | 1.4 | 88 | 7 | 2 | 28 | 99 | 0 | 93 | -4
CCCCCCCCC(=O)N/N=C(\C)c1cccnc1 | 0.0 | 92 | 1 | 11 | -5 | 109 | 1 | 101 | 9
CCOc1cc(NC(=O)c2ccco2)c(OCC)cc1NC(=O)COc1ccccc1C | 0.8 | 93 | 3 | 10 | 3 | 88 | 0 | 93 | 4
COc1cc(NC(=O)c2ccccc2)c(OC)cc1NC(=O)Cc1cccs1 | 1.8 | 104 | -1 | 0 | -4 | 101 | 3 | 109 | 10
COc1cccc(S(=O)(=O)NCC(=O)Nc2ccc(C(C)(C)C)cc2)c1 | -0.5 | 105 | 3 | 9 | -2 | 116 | 0 | 99 | -3
CC(C(=O)Nc1ccc2c(c1)OCO2)N(C)CC(=O)Nc1ccccc1Cl (stereo not given) | . | 88 | 6 | . | 30 | 92 | 9 | 95 | .
CN=C1S/C(=C\c2cccc(Cl)c2Cl)C(=O)N1C | 3.2 | 97 | -1 | 5 | 23 | 117 | 0 | 103 | 5
CC1CCc2cc(F)ccc2N1C(=O)c1cc2nc(-c3ccco3)cc(C(F)(F)F)n2n1 (stereo not given) | 3.6 | 95 | -5 | 5 | 22 | 106 | 1 | 96 | -3
CCOc1ccc(NC(=O)Cn2c(=O)n(CCCC(=O)NC3CCN(Cc4ccccc4)CC3)c(=O)c3ccccc32)cc1 | 1.2 | 101 | 5 | 3 | 8 | 99 | 0 | 102 | -2

Remaining list, next part:
SMILES | MEX-5 binding | CIT2 TOR yeast | GLD-1 RNA inh | Bcl-xL primary | VLA-4 inh | CR mimetic SO | GRK2 aptamer HTS | AGP1-GFP MLPCN | MCL1 BIM primary
O=C(CSc1ncn[nH]1)Nc1ccc(OCc2ccccc2)cc1 | 1.4 | 109 | -1 | -11 | 1 | 109 | 4 | 123 | -8
O=C(COC(=O)c1cccs1)NCc1cccs1 | -1.0 | 97 | 3 | 0 | -5 | 112 | 0 | 91 | -8
COC(=O)c1c(NC(C)=O)sc(C(=O)Nc2ccccc2F)c1C | . | 92 | 0 | 5 | 4 | 92 | 0 | 109 | 10
COCCCNc1nc2c(c(=O)n(Cc3ccc(Cl)cc3)c(=O)n2C)n1C | 0.1 | 109 | -1 | 4 | -1 | 94 | 0 | 106 | 0
COCCCNC(=O)CCc1nnc(Cc2ccc(-c3ccccc3)cc2)o1 | 1.6 | 86 | 4 | 8 | -5 | 87 | 0 | 98 | 8
O=C(CCN1C(=O)/C(=C/c2ccc(Cl)cc2)SC1=S)Nc1cccc(C(=O)O)c1 | -1.5 | 110 | -4 | 3 | 6 | 115 | 0 | 102 | 1
O=C(CCS(=O)(=O)Cc1ccccc1)Nc1nc2c(s1)CCCC2 | 1.6 | 99 | 0 | 3 | -1 | 96 | 0 | 103 | 9
COc1ccc(Cc2nnc(NC(=O)c3ccc(C)cc3)s2)cc1OC | -0.7 | 103 | 12 | 6 | 5 | 118 | 6 | 99 | 8
COc1ccc(C)cc1NC(=O)Nc1ccc(C(=O)N2CCCC2)cc1 | 0.7 | 92 | 2 | 4 | 8 | 118 | 25 | 93 | 0
